Assay outcomes deposited in PubChem BioAssay by several laboratories.
Keap1-Nrf2 PPI – Keap1-Nrf2 (human) interaction inhibition; Q14145; Keap1 Kelch-Nrf2 peptide fluorescence polarization, 1536-well; inhibition, % at 9.4 µM; 340,000 tested, 0.15% active; AID 504523; in the data active = inhibition above about 12%;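 note: human Keap1 Kelch domain with fluorescein labeled Nrf2 9mer peptide probe; 0% = neutral control wells and 100% = peptide positive control; higher means more block of Keap1 binding to Nrf2 peptide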
PKA-R2B act – activators of human PKA-R2B complex | PKA-R2B holoenzyme dissociation, Cy5-IP20 fluorescence polarization; R2B truncated from residue 108, S112A mutant; 0% DMSO only, 100% 113 µM cGMP | 340,000 tested, 0.079% active | activation, % at 11.4 µM | P22694+P31323;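 active = activation above a cutoff set at the mean over all compounds plus 3 SD, cut at about 18% in these data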;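 note: higher means more holoenzyme dissociation and a rise in polarization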
CAL PDZ FP-1 – human CAL PDZ-peptide interaction inhibition; Q9HD26; purified CAL PDZ, TMR-peptide fluorescence polarization, 1 h; inhibition, % at 20 µM; 330,000 tested, 0.02% active; AID 504414;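 active = highest replicate inhibition of at least 40%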;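 note: plate controls were DMSO neutral control wells for no effect and unlabeled competitor peptide control wells for full effect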
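Assay system – tagged CAL PDZ protein CerCALP, purified · Timing – 1 h at RT · Compound – single point, 20 µM · Measured by – fluorescence polarization from S- and P-plane intensities, G-factor corrected · Evaluation – inhibition from polarization loss · Probe or stimulus – TMR reporter peptide T*-PRC34 · Buffer or medium – pH 7.4 phosphate-saline buffer, reducing agent, detergent, IgG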
Rtt109 HAT inh – blocks Candida albicans Rtt109/Vps75 acetyltransferase activity; Q5AAJ8; purified Rtt109/Vps75, ThioGlo CoA-SH fluorescence, 4 h; inhibition, % at 34.9 µM; 330,000 tested, 0.16% active;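 active = inhibition of at least 50% in every replicate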
Target sequence (Q5AAJ8 whole entry, looked up): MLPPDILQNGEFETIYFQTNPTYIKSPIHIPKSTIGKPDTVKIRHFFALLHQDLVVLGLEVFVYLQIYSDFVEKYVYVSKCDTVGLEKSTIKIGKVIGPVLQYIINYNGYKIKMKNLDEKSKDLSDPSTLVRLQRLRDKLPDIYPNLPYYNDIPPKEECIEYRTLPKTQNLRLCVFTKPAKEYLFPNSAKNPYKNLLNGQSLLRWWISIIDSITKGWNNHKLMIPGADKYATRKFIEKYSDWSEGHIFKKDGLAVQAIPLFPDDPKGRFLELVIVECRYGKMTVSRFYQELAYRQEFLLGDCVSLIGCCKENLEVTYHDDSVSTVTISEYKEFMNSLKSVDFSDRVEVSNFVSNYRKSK
C-LANA FP – inhibitors of KSHV LANA C-terminal domain DNA binding | MBP-C-LANA/FAM-LBS DNA binding, fluorescence polarization | inhibition, % at 9 µM | 340,000 tested, 0.078% active;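 active = highest replicate inhibition at or above 60% at 9 µM, even if other replicates fall short; inactive = all replicates below 60% inhibition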;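 note: 0% = neutral control wells and 100% = 4 µM acridine orange control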
CAL PDZ FP-2 – inhibitors of human CAL PDZ peptide binding | Q9HD26 | purified CAL PDZ, TMR-peptide fluorescence polarization, 1 h | inhibition, % at 24.9 µM | 300,000 tested, 0.92% active | AID 602252;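 active = mean inhibition of at least 30% with at least half of replicates also reaching 30%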;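 note: 0% = DMSO neutral control and 100% = excess unlabeled competitor peptide PRC23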
RTF Ca sens act – increases calcium sensitivity of human cardiac regulated thin filaments; P19429+P45379; IANBD-labeled TnC RTF fluorescence at EC20 calcium; 0% EC20 calcium, 100% full calcium; activation, % at 7.2 µM; 340,000 tested, 0.24% active; AID 493008;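 active = activation above the mean over all tested compounds plus 3 SD, cut at about 30% in these data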;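 note: rise in fluorescence read as greater calcium sensitivity of cardiac thin filaments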
Cardiac RTF inh – cardiac RTF calcium desensitization; P19429+P45379; IANBD-labeled cardiac RTF, Ca2+ fluorescence; inhibition, % at 7.15 µM; 340,000 tested, 0.12% active;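 active = inhibition above the mean inhibition of all tested compounds plus 3 SD, cut at about 17% in these data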;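 note: assay run at fixed EC70 calcium of 1.6 mM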
SR-BI uptake up – activators of SR-BI mediated HDL lipid uptake; CHO ldlA[mSR-BI] cells, DiI-HDL uptake fluorescence, 3 h; 100 = double the neutral-control signal; activation, % at 12.5 µM; 320,000 tested, 0.096% active; AID 504775;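 active = mean replicate activation of at least 60% and every replicate at or above 60%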;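 note: 0% = median plate neutral-control signal and 100% = twice that signal; values of inactives mirror those of a sister screen read the other way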
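material = CHO ldlA[mSR-BI] cells | medium = Ham's F12 with 0.5% BSA, HEPES 25 mM, pH 7.4 | reagent = fluorescent DiI-HDL, 10 µg/mL final | compound dosing = single-point compound dose | incubation = 3 h, 37 °C | measured by = bottom-read fluorescence, 550/595 nm | measure = HDL uptake via cellular fluorescence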
DAGLB inh – diacylglycerol lipase beta (human) inhibition; 340,000 tested, 0.059% active; HEK293T DAGLB membrane lysate, EnzChek fluorogenic substrate; Q8NCG7; inhibition, % at 5.17 µM; in the data active = inhibition above about 34%;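 note: 0% = enzyme with vehicle and 100% = wells lacking enzyme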
Target sequence (Q8NCG7 whole entry, looked up): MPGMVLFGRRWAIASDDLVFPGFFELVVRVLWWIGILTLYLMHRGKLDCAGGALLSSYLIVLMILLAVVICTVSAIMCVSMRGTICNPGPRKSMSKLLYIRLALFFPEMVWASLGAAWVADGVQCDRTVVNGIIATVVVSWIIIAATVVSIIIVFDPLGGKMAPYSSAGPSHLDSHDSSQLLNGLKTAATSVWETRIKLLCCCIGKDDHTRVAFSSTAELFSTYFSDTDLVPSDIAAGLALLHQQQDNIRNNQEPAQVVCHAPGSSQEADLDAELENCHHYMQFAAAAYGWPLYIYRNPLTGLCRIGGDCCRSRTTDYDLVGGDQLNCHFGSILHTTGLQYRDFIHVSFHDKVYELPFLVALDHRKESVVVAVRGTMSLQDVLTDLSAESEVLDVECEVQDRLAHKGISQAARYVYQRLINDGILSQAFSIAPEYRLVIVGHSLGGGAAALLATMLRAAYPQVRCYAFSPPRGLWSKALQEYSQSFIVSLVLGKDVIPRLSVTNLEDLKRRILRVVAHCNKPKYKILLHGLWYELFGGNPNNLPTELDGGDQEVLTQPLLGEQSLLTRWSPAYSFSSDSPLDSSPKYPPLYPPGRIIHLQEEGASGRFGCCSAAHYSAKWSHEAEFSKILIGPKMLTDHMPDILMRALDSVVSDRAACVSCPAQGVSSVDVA
Active calls of the source: *; i = inactive; nt = no result given; & = joins results of further samples. A portion of the library, so the mix of outcomes need not match the whole.

SMILES	Keap1-Nrf2 PPI	PKA-R2B act	CAL PDZ FP-1	Rtt109 HAT inh	C-LANA FP	CAL PDZ FP-2	RTF Ca sens act	Cardiac RTF inh	SR-BI uptake up	DAGLB inh
CCOc1ccc(N2C(=O)NC(=O)/C(=C\c3cc(OC)c(OC)cc3[N+](=O)[O-])C2=O)cc1	1	4	-2.7	14	-1.0	-4	-5	7	18	-2
O=C1NC(=O)N(CCNc2ncc(C(F)(F)F)cc2Cl)C(=O)C1Cc1ccc(Cl)cc1 (stereo not drawn)	-1	-4	-5.0	3	-0.1	-18	-2	-19	11	11
NCCCP(=O)(O)CCc1ccccc1	-1	6	0.8	0	-3.2	-4	3	2	19	-2
COc1ccc(C2=NCC(=S)Nc3ccc(Cl)cc32)cc1OC	2	-4	-0.6	-5	0.3	-1	-2	-4	-22	-1
CC1CCC(NC(=O)CNC(=S)N2CC3CC(C2)c2cccc(=O)n2C3)CC1 (stereo not drawn)	2	0	-2.5	0	1.9	-10	-1	-14	11	2
CC(=O)Nc1ccc(OC(=O)N(C)C)cc1	-2	-7	-0.6	-5	0.0	-3	-2	-2	20	-1
C[C@]12CC[C@@H](O)CC1=CCC1C2CC[C@]2(C)C(=O)[C@H](F)CC12 (stereo partly drawn)	-8	3	5.0	3	-3.5	-5	-7	-3	15	-1
CC(=O)CC(c1ccccc1[N+](=O)[O-])c1c(O)c2ccccc2oc1=O (stereo not drawn)	-3	0	-0.5	-4	-0.8	-4	1	-5	-11	-3
CC(C)CCC1(CCO)C(=O)NC(=S)NC1=O	0	-6	0.7	5	1.6	-1	-6	1	16	1
CCOc1ccc(C2SCC(=O)Nc3c2c(=O)[nH]n3C2CCCCCC2)cc1 (stereo not drawn)	1	-4	-0.4	-7	-0.1	0	4	-8	-10	-2
COc1ccc(NC2Oc3cc4c(cc3C(c3cc(OC)c(OC)c(OC)c3)C2C)OCO4)cc1 (stereo not drawn)	7	2	-0.2	19	-7.1	-2	0	-6	-11	-3
NCCc1c[nH]c2ccccc12	-4	4	0.4	-9	0.7	-2	4	-3	0	2
COc1cc(Cn2c(N)c(C(=O)NCc3ccco3)c3nc4ccccc4nc32)cc(OC)c1OC	-5	-6	-0.8	12	-0.1	2	3	-16	12	1
COC(=O)C1C(O)CC2CCC1N2C (stereo not drawn)	0	-7	0.8	-2	0.3	-6	-4	-3	13	-1
CC(=O)OC(C)(C)/C=C/C(=O)C(C)(O)C1[C@H](O)C[C@@]2(C)C3CC=C4C(CC[C@@H](O)C4(C)C)[C@]3(CO)C(=O)C[C@]12C (stereo partly drawn)	-26	0	-1.8	-5	-1.3	8	3	-10	2	3
CN1CCC2(CC1)c1ccccc1-c1ccccc12	8	9	-0.2	12	nt	-2	-10	4	-10	0
Nc1cccc(N=Cc2c(O)n(Cc3ccc(F)cc3)c(=O)[nH]c2=O)c1	-2	-5	0.1	-1	0.2	-9	-2	-15	7	1
O=C1NC(=O)C(=Cc2ccc(N3CCOCC3)o2)C(=O)N1	-171	-5	0.8	-1	-40	15	47*	-64	32	2
CN1CCC(N2CC3CC(C2)c2cccc(=O)n2C3)CC1 (stereo not drawn)	1	-7	-1.2	-4	2.0	0	2	-18	25	0
CN1CCN(c2cccc3c2C(=O)c2ccccc2C3=O)CC1	4	1	1.0	10	0.8	3	1	0	-15	5
Cc1ccccc1C1=NCC(=S)Nc2ccc(Cl)cc21	-4	-4	-2.2	-5	-0.7	-1	7	-4	-13	1
COC(=O)Cn1cc(C(=O)c2ccccc2F)c2ccccc21	-5	-4	1.4	2	-1.5	nt	8	-10	-49	1
C=CCn1c(=O)c(C=Nc2c(OC)cccc2[N+](=O)[O-])c(O)n(CCCC)c1=O	-8	-6	-0.8	1	0.5	-22	15	-8	-32	4
C=CCn1c(O)c(Cc2ccc(OCC)cc2)c(=O)[nH]c1=O	-4	-11	-0.5	-16	0.9	-1	-2	-1	26	0
CC(=O)OC1C2CCC1C(N1CCCC1)CC2 (stereo not drawn)	-4	-4	-0.2	9	-0.8	-1	-1	-1	17	-1

Remaining list, next part:
SMILES	Keap1-Nrf2 PPI	PKA-R2B act	CAL PDZ FP-1	Rtt109 HAT inh	C-LANA FP	CAL PDZ FP-2	RTF Ca sens act	Cardiac RTF inh	SR-BI uptake up	DAGLB inh
CN(C)S(=O)(=O)c1cccc(C(=O)N2CCC(C(=O)O)(c3ccccc3)CC2)c1	0	1	-2.9	9	-0.1	1	0	1	nt	0
Cc1ccc(-n2c(O)c(C=NCC3CCCO3)c(=O)[nH]c2=O)c(C)c1 (stereo not drawn)	-6	-11	1.1	4	-0.8	63*	17	-11	16	-1
Cc1nn(Cc2ccccc2)c(C)c1C(=O)OCC(=O)NCc1ccco1	-3	-8	-1.2	15	0.0	-3	10	4	9	2
Nc1ccc(-c2ccc(N)cc2)cc1	-2	2	0.9	-1	-0.7	1	7	-2	-10	3
Cc1cc(OC(=O)c2ccco2)c2c3c(c(=O)oc2c1)CCC3	-5	5	-0.4	2	-0.7	-5	-1	-2	1	-1
COc1ccc(-n2c(/C=C/c3cccc(F)c3)nc3ccccc3c2=O)c(OC)c1	nt	-1	-0.8	-4	nt	-5	6	-11	-15	-5
CN1C2CCC1CC(OC(=O)c1cc(Cl)cc(Cl)c1)C2 (stereo not drawn)	-3	4	-1.2	6	-0.5	-1	5	9	19	1
COc1ccc(Br)cc1CN1CCN(CCO)CC1	-5	2	-1.8	6	0.1	nt	2	-11	17	0
COCCNC(=O)N1[C@H]2CC[C@@H]1C(C(=O)OC)=C(c1ccc(OC(F)(F)F)cc1)C2	4	-4	-1.4	12	1.6	-1	-5	-11	22	0
O=C(C1CC(=O)N(c2ccc(F)c(Cl)c2)C1)N1CCC2(CC1)OCCO2 (stereo not drawn)	-8	6	0.6	-2	-1.2	-4	1	-4	7	3
O=c1c2ccccc2nc(N2CCCC2)n1-c1ccc(Cl)cc1	4	9	-1.0	-8	0.7	nt	-5	0	-19	-2
Fc1ccccc1N1CCN(Cc2c(F)cccc2F)CC1	-1	-6	-1.1	3	0.6	nt	0	-3	-4	-4
CC(=O)NC(Cc1ccc(N(CCCl)CCCl)cc1)C(=O)O (stereo not drawn)	2	-8	0.0	-8	1.0	-1	5	2	14	0
O=C1CCN(C(=O)CCCn2c(=O)oc3ccccc32)CC1	-2	-3	-1.1	2	-0.7	-2	-2	15	9	3
CN(C)CCOC(=O)c1cn(Cc2ccccc2)c2ccccc12	-6	-11	-2.1	-3	-0.6	2	0	3	nt	3
O=C(Cc1ccccc1)N1CCN(Cc2ccccn2)CC1	-1	7	-1.3	1	1.3	0	8	-8	-1	1
c1ccc2c(c1)-c1cccc3cccc-2c13	i	i	-0.7	0	1.9	-3	i	i	14	-7
COC(=O)C1=C(c2cccc(OC)c2OC)C[C@@H]2CC[C@H]1N2C	-7	-10	-0.5	4	0.2	-1	4	-20	32	0
CCC(COC(=O)c1cc(OC)c(OC)c(OC)c1)(c1ccccc1)N(C)C (stereo not drawn)	6&1	9&6	-0.2&-1.2	-4&7&-6	-8.1&0.4	-4&-3	-5&5	-13&4	-52&-42&-18	-13&-7
C[C@]12CCC3C(CC[C@@H]4C[C@@H](O)CC[C@]34C)C1CC[C@@H]2O (stereo partly drawn)	-3	-1	-0.7	0	-5.1	-2	-3	4	-3	1
C[C@]12CCC3C(C(=O)C[C@H]4C[C@@H](O)CC[C@]34C)C1CCC2=O (stereo partly drawn)	-2	1	-0.3	-6	0.7	-6	-6	-7	12	-1
COc1ccc(CC(=O)N2CCN(C)CC2)cc1OC	-3	-8	-2.6	nt	0.4	3	16	-2	4	1
CN(C)c1ccc(C=C2C(=O)NC(=S)NC2=O)cc1	-2	-8	-0.4	-6	-0.4	185*	2	-6	-2	1
CN1CCc2nc3ccc(F)cc3c(C(N)=O)c2C1	2	-7	1.0	-7	-1.1	nt	1	6	15	0
O=P(NC(c1ccccc1)c1ccccc1)(Oc1ccccc1)Oc1ccccc1	-1	13	-0.1	-1	0.4	-2	3	-15	-5	-5

No new results follow: entries from further up.
SMILES	Keap1-Nrf2 PPI	PKA-R2B act	CAL PDZ FP-1	Rtt109 HAT inh	C-LANA FP	CAL PDZ FP-2	RTF Ca sens act	Cardiac RTF inh	SR-BI uptake up	DAGLB inh
CN1CCc2nc3ccc(F)cc3c(C(N)=O)c2C1	2	-7	1.0	-7	-1.1	nt	1	6	15	0
O=P(NC(c1ccccc1)c1ccccc1)(Oc1ccccc1)Oc1ccccc1	-1	13	-0.1	-1	0.4	-2	3	-15	-5	-5

Next records.
SMILES	Keap1-Nrf2 PPI	PKA-R2B act	CAL PDZ FP-1	Rtt109 HAT inh	C-LANA FP	CAL PDZ FP-2	RTF Ca sens act	Cardiac RTF inh	SR-BI uptake up	DAGLB inh
O=C(O)C1(c2ccc(Cl)cc2)CCC1	-3	-4	0.2	-6	1.2	-3	-6	-5	17	-1
N#Cc1ccc(NC(=O)CN2CCCC2)cc1Cl	-5	-12	-2.8	1	0.5	-4	-3	-6	-5	-1
COc1ccccc1CN1CCN(Cc2ccc(Cl)cc2)CC1	-1	-5	-3.0	nt	1.7	-2	-5	4	-9	-5
O=C(COc1ccc(Br)cc1)N1CCN(Cc2ccncc2)CC1	-1	12	-0.9	7	-1.1	nt	-8	1	4	0
CCOc1ccc(-n2c(O)c(C=Nc3ccc(N4CCOCC4)cc3)c(=O)[nH]c2=O)cc1	-1	1	-1.3	-2	2.4	-3	-1	-1	1	2
COc1ccc2cc(C(=O)C3CCCN(C4CCOCC4)C3)ccc2c1 (stereo not drawn)	-1	4	-1.2	-23	-0.2	-3	-1	-10	-7	1
O=C(O)c1ccccc1NC(=O)N1C[C@H]2C[C@@H](C1)c1cccc(=O)n1C2	-4	-3	-0.7	5	-0.8	0	2	5	15	-1
Cc1cccc(N2C(=O)NC(=O)/C(=C\c3ccc(N4CCOCC4)cc3)C2=O)c1	-8	6	-0.8	20	-0.7	56*	5	-8	23	-1
COc1ccccc1-n1c(-c2ccccc2F)nc2ccccc2c1=O	-3	2	-1.2	-1	0.8	-4	11	-6	5	0
Cc1nc2ccc(N3CCN(C)CC3)cc2nc1C	1	-12	-2.5	-60	1.1	0	-1	16	-1	-2
CCC(=NCCc1ccccc1)c1c(O)n(C)c(=O)n(C)c1=O	-2	-3	-0.8	-5	-0.3	nt	4	2	-25	-1
COc1cc(C2c3cc4c(cc3CC3COC(=O)C32)OCO4)cc(OC)c1OC (stereo not drawn)	-1	-6	0.0	9	0.9	3	2	9	-18	-5
CCC1(C)CN(S(=O)(=O)OCC(Cl)(Cl)Cl)C(=O)N1 (stereo not drawn)	-4	-8	-0.7	5	0.6	-2	4	-2	17	0
Cn1c(=O)oc(=O)c2ccccc21	0	-10	-0.4	2	2.5	-3	4	6	3	-1
COc1cccc(-c2nn(Cc3ccccc3)cc2C(=O)O)c1	-4	4	-2.7	-29	0.3	-1	1	-14	nt	0
